RGS4 inh: Inhibitors of Regulator of G Protein Signaling (RGS) 4: qHTS. Transcreener GDP fluorescence polarization, RGS4-accelerated GTP hydrolysis. Potency, µM (series often up to 114 µM), inactives show top-dose activity change, negative = inhibition, actives largely listed as inhibitors. 390,000 tested, 0.039% active. AID 504845, 2011; further: potency means the concentration at half of the fitted maximal effect; on the % scale 0 is the no-effect control and ±100 the full control effect; nearly all actives have a fitted effect of over 75% in size; some results filed as inactive show a strong effect at the top dose
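MLSMR compounds (23 nl, pin-transferred) preincubated 10 min at room temperature with a 500nM (2x) first reagent, then RGS4 at 900nM (2x) plus Transcreener GDP mix added; fluorescence polarization (620/688 nm) read before and after 90 min at 30 °C.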
PI4K2A inh: qHTS for small molecular inhibitors of PI4K2A. 420,000 tested, 0.13% active. Phosphatidylinositol 4-kinase type 2-alpha (Homo sapiens), Q9BTU6. activity change, negative = inhibition, % at 76.9 µM. purified PI4K2A, ADP-Glo luminescence, 1 h; active compounds read low. AID 1346378, 2018; in the data active means activity change below about -50%; inconclusive means mostly about -30% to -49%;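 further: -100% = wells without enzyme as full effect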
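Compounds are screened against recombinant PI4K2A using PI as substrate and ATP, the latter dispensed at 300 microM. Reactions run one hour at ambient temperature before ADP-Glo detection; full inhibition defined by wells lacking enzyme.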
BAZ2B inh: qHTS Assay for Inhibitors of BAZ2B; AID 504333, 2011; Bromodomain adjacent to zinc finger domain protein 2B (Homo sapiens), Q9UIF8; AlphaScreen BAZ2B-H3K14Ac peptide displacement; 360,000 tested, 4.4% active; Potency, µM (doses to about 114 µM), without a hit: at the highest dose activity change, negative = inhibition, hits mostly inhibitors; further: potency means the concentration at half of the fitted maximal effect; on the % scale 0 is the no-effect control and ±100 the full control effect; nearly all actives have a fitted effect of over 60% in size
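AlphaScreen luminescence quantifies BAZ2B engagement of H3K14Ac peptide; the protein and biotinylated peptide are both at 50 nM final, buffer PBS pH 7.4 with 0.01% Tween-20, all steps at room temperature.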
HP1b chromo inh: HTS for Inhibitors of HP1-beta Chromodomain Interactions with Methylated Histone Tails. 390,000 tested, 0.56% active. Chromobox protein homolog 1 (Homo sapiens), P83916. Potency, µM (doses to about 114 µM), without a hit: at the top dose activity change, negative = inhibition, hits mostly inhibitors. AlphaScreen HP1-beta / biotin-H3K9me3 peptide binding; further: potency means the concentration at half of the fitted maximal effect; nearly all actives have a fitted effect of over 70% in size; inactives centre near 23
Target sequence (P83916 whole entry, looked up): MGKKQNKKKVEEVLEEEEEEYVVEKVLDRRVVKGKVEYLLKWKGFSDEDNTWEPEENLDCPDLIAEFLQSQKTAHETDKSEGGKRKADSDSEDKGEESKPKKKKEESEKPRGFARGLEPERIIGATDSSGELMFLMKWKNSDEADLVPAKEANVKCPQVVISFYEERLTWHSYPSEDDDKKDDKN
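HP1-beta protein (50 nM final) preincubated 30 min at room temperature with biotinylated H3(1-18)K9me3 peptide (50 nM) in PBS pH 7.4, 0.01% Tween-20, then compound added for 30 min. AlphaScreen streptavidin donor/nickel chelate acceptor beads (10 ug/mL final), 30 min dark, luminescence read.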
12-LOX inh: Primary qHTS assay for inhibitors of human arachidonate 12S-lipoxygenase (ALOX12): Round 2; 580,000 tested, 1.1% active; Polyunsaturated fatty acid lipoxygenase ALOX12 (Homo sapiens), P18054; Potency, µM (series often up to 108 µM), inactives show at the top dose activity change, negative = inhibition, actives largely listed as inhibitors; purified 12hLO, xylenol orange hydroperoxide absorbance; AID 1671190, 2021; further: potency means the concentration at half of the fitted maximal effect; on the % scale 0 is the no-effect control and ±100 the full control effect
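Hydroperoxide product was detected by ferrous iron/xylenol orange as the 573 to 405 nm absorbance ratio. Arachidonic acid at 40 uM (final) was turned over for 30 min at room temperature by 150 nM human 12hLO, pH 7.0 Hepes buffer, after 15 min compound preincubation.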
G9a inh: qHTS Assay for Inhibitors of Histone Lysine Methyltransferase G9a | Histone-lysine N-methyltransferase EHMT2 (Homo sapiens), Q96KQ7 | Potency, µM (highest dose often 102 µM), without a hit: at the top dose activity, negative = inhibition, actives largely listed as inhibitors | 350,000 tested, 8.8% active | G9a H3K9 monomethylation, AlphaScreen, 2 h; further: potency means the concentration at half of the fitted maximal effect; on the % scale 0 is the no-effect control and ±100 the full control effect; nearly all actives have a fitted effect of over 75% in size
Target sequence (Q96KQ7 913-1193 limits assumed): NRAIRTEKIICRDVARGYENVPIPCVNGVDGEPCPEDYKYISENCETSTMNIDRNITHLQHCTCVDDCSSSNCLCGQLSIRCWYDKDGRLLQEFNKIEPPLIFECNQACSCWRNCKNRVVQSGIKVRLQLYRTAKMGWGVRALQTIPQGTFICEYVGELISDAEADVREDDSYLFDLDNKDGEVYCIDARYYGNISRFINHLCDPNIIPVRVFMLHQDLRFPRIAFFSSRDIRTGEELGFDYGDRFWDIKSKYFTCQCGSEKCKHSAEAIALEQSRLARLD
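Chemiluminescent proximity detection of H3K9 monomethylation, read after 10 min bead incubation in the dark. Reaction: 20 nM G9a, 500 nM biotin-H3K9 peptide, 20 uM SAM cofactor, 2 h, room temperature, following 15 min enzyme-compound preincubation.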
ERG Ets-DNA blk: qHTS for Small Molecule Inhibitors of the ERG Ets/DNA interaction | Transcriptional regulator ERG (Homo sapiens), P11308 | fluorescence polarization, His-ERG Ets domain / labelled DNA | Potency, µM (series often up to 76.9 µM), for the others: at the top dose FP activity, negative = inhibition, hits mostly inhibitors | 370,000 tested, 0.028% active; active means well fitted inhibition curve with a large enough effect in the polarisation, with a control signal flat; inconclusive means small, poorly fitted or top-dose-only effect, or effect the other way, or a change in a side signal; inactive means no such curve, though single readings can be large or run the other way; the % refers to the polarisation;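 further: polarization taken with two DNA probes labelled with fluorescein and Texas red; potency means the concentration at half of the fitted maximal effect; % of control where 0% means no effect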
Target sequence (P11308 whole entry, looked up, the tested form may be a part): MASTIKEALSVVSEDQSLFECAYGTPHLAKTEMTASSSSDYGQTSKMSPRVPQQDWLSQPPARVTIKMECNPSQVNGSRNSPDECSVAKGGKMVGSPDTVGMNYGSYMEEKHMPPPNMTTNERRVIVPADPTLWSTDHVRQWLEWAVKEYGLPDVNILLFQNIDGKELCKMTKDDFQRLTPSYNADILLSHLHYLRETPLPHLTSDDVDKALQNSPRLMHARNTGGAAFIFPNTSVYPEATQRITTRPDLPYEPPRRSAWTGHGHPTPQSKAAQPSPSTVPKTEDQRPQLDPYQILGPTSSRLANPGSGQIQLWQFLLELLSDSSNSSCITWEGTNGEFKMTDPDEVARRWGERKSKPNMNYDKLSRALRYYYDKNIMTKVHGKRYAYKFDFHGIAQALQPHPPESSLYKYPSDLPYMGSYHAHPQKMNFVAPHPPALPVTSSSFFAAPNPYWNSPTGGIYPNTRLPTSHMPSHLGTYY
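His-tagged ERG Ets domain (1 uM in the protein solution; 300mM KCl, 50mM Tris-HCl, 1mM EDTA, 1mM DTT, pH 7.5) received compound, then a probe mix of 5 nM fluorescein-DNA and 100nM Texas-615-DNA. Fluorescence polarization was read for both dyes.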
JMJD2A Tudor inh: qHTS Assay for Inhibitors of JMJD2A-Tudor Domain. Potency, µM (top dose mostly 114 µM), for the others: top-dose activity change, negative = inhibition, most hits filed as inhibitors. Lysine-specific demethylase 4A (Homo sapiens), O75164. AID 504339, 2011. AlphaScreen JMJD2A-Tudor / H3K4me3 peptide binding. 390,000 tested, 4.4% active; further: potency means the concentration at half of the fitted maximal effect; on the % scale 0 is the no-effect control and ±100 the full control effect; nearly all actives have a fitted effect of over 50% in size
GLS inh: qHTS for Inhibitors of Glutaminase (GLS). Glutaminase kidney isoform, mitochondrial (Homo sapiens), O94925. GLS enzymatic activity, qHTS titration. Potency, µM (highest dose often 45.5 µM), inactives show at the highest dose activity change, negative = inhibition, most hits filed as inhibitors. 410,000 tested, 0.21% active; further: potency means the concentration at half of the fitted maximal effect; on the % scale 0 is the no-effect control and ±100 the full control effect
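Assay buffer: 45 mM KH2PO4 pH 8.2, 0.02% Tween-20. hKGA acts on L-glutamine (1 mM solution added); product glutamate is reported by an oxidase/peroxidase Amplex Red coupling, with fluorescence taken at baseline and 30 min.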
Active calls of the source: *; u = inconclusive; x = not tested or not shown; [ ] = remark or other dose. Unless noted, the call rests on the fitted dose curve; in most records, active means well fitted curve in the direction sought with a large enough effect; inconclusive means small, poorly fitted or top-dose-only effect, or another doubt; inactive means no such curve, though single readings can be large; an effect the other way counts as inactive or inconclusive.

JMJD2A Tudor inh | 12-LOX inh | BAZ2B inh | GLS inh | HP1b chromo inh | G9a inh | RGS4 inh | ERG Ets-DNA blk | PI4K2A inh | molecule
-8% | 1% | 11% | -3% | 16% | 6% | -37% | 8% | 5 | Cc1ccc(/C=C2\SC(=S)N(CCC(=O)NNC(=O)c3cccnc3)C2=O)cc1
-1% | -37% | -2% | x | 7% | 9% | 20% | -1% | 2 | CC12CCCCC1c1ccccc1C(=NCC(=O)O)N2 (stereo unspecified)
u | -3% | 0% | 5% | 9% | 18µM* | 7% | -9% | -4 | Cc1cc(NC(=O)CN2C(=O)NC(c3ccccc3)(c3ccc(C)c(C)c3)C2=O)no1 (stereo unspecified)
-6% | -1% | x | 4% | 5% | -39% | 12% | -4% | 1 | Cc1cccc(NC(=O)CSc2nnc(CNC(=O)c3cccs3)o2)c1C
-32% | -3% | -30%[57.1 µM] | -1% | 14% | -41% | 18%[56.9 µM] | 7% | -6 | CCC1CCCCN1CCCNC(=O)CS(=O)(=O)Cc1nc(-c2cccc(OC)c2)oc1C (stereo unspecified)
-34% | -23% | 9% | -3% | 18% | 28%[12.7 µM] | 22% | 3% | -4 | Cn1nc(C(=O)NC2=NCCS2)ccc1=O
-25% | 1% | -2% | 8% | 28% | -3% | -30% | -5% | 2 | COc1cc(C)c(C(C)C)cc1S(=O)(=O)NCCCn1ccnc1
3% | -17% | -6% | 1% | 27% | 5%[59 µM] | -33% | 0% | -7 | CCCCc1nc2ccccc2c(N)c1CCC (tested in a mixture with another compound)
7% | 1% | -10% | -3% | 12% | x | 3% | 0% | 1 | COc1cccc(C(=O)Nc2c[nH]c(=O)[nH]c2=O)c1
-8% | -1% | -7% | 4% | 12% | 5% | -22% | -2% | 2 | Cc1cc(NC(=O)CSc2ncnc3sc(C)c(C)c23)no1
-1% | -12% | -12% | 0% | 22% | -28% | -23% | -7% | 2 | O=C(CSc1ccsc1[N+](=O)[O-])N1CCCCC1
-11% | -1% | 3% | 0% | 35% | -8%[59 µM] | -3% | -12% | -2 | O=C(NCc1ccco1)c1cccc(S(=O)(=O)N2CCOCC2)c1
72%[activator] | 1% | 58%[activator] | 22% | 147%[activator] | 101%[activator] | -19% | x | -1 | CSc1nc(Cl)c(Cc2ccc(OC(C)C)cc2)c(N(C)C)n1
-6% | 3% | 11% | -2% | 32% | 6% | -10% | 16% | -3 | Cc1cccc(OCc2nnc(SCC(=O)NC3CCCCC3)n2C)c1
-5% | 1% | 1% | 1% | 44%[activator] | 0%[59 µM] | 2% | 9% | 3 | COC(C[C@@H]1O[C@@H]1[C@@H](O)COCc1ccccc1)OC
-7% | -10% | 3% | -1% | 16% | 12%[59 µM] | -4% | -1% | 1 | CCC(=O)N1CCc2cc(Br)cc(S(=O)(=O)N3CCN(c4ccc(C(C)=O)cc4)CC3)c21
-11% | 4% | 4% | 12% | 10% | -9% | 4% | -2% | -8 | COC(=O)C1=C(N)Oc2cc(C)n(Cc3cccnc3)c(=O)c2C1c1cc(OC)ccc1OC (stereo unspecified)
1% | 13% | 4% | 4% | 50%[activator] | 11%[59 µM] | -1% | 4% | 0 | CCOC(=O)N1[C@@H]2C=C(C)[C@@H]2[C@@H]2[C@@H](C)C(=O)N21
-3% | 0% | 11% | 6% | 13% | -14% | 23% | -3% | 6 | CCOC(=O)c1c(NC(=O)CC)sc(C(=O)N2CCCCC2)c1C
-13% | u | -14% | 17% | 30% | -24% | -18% | -5% | 4 | Cc1csc(NC(=O)c2ccc(Cl)cc2[N+](=O)[O-])n1
-2% | -14% | -1% | 5% | 58%[activator] | 7%[59 µM] | 6% | -15% | -1 | Cc1ccc(NC(=O)Cn2c(=O)oc3cc(S(=O)(=O)NCc4ccccc4)ccc32)cc1
u | u | 50µM* | 22% | u | -123%[59 µM] | u | -4% | -8 | [O-]c1c[n+](-c2ccc(-[n+]3cc([O-])on3)cc2)no1
-11% | u | 5% | 1% | 22% | 7% | -8% | 2% | 3 | CCOC(=O)N1CCC(N2CCCC(C(=O)c3ccccc3OC)C2)CC1 (stereo unspecified)
-2% | 36%[activator] | -1% | 0% | 32% | -5%[12.7 µM] | -8% | -5% | 1 | CN1C(=O)CC(N2CCN(C(c3ccccc3)c3ccccc3)CC2)C1=O (stereo unspecified)
-36% | -22% | u | 15% | -3% | -4%[0.0925 µM] | -3% | -3% | 0 | Cc1ccc(NS(=O)(=O)c2ccc3c(c2)N(C)CCO3)cc1
-23% | u | -7% | 8% | 0% | -16%[59 µM] | -11% | -6% | 0 | COc1ccc(C(=O)Nc2ccc(S(=O)(=O)Nc3nccnc3OC)cc2)cc1OC
-20% | -1% | -6% | 1% | 20% | -5%[2.33 µM] | 12% | -4% | -3 | Cc1cccc(NC(=O)CNC(=O)Cc2ccc3c(c2)OCCO3)c1C
-7% | -2% | x | 1% | 3% | x | 1% | -4% | 1 | O=c1[nH]nnc2c1sc1nc(N3CCOCC3)c3c(c12)CCCC3
-8% | -24% | -2% | 3% | 43%[activator] | -21%[59 µM] | 15% | -9% | -3 | O=C(c1ccccc1)N1CCN(CCc2ccncc2)CC1
u | 0% | -3% | 47%[activator] | 14% | 10%[59 µM] | -50%[56.9 µM] | -5% | 0 | Cc1cccc(C)c1OCC1CNC(=O)O1 (stereo unspecified)
-5% | 0% | 3% | -13% | 25%[57 µM] | 2%[59 µM] | -3% | 1% | 3 | CCc1ccccc1NC(=O)Cn1c(=O)ccc2cc(S(=O)(=O)N3CCC(C)CC3)ccc21
-2% | -16% | 13% | 1% | 54% | -10%[59 µM] | -14% | -12% | 0 | Nc1ccc(-c2cc(-c3ccc(N)cc3)nc(-c3ccccc3)n2)cc1
-19%[57.1 µM] | -30% | -39% | 8% | u | u | -28% | -3% | 0 | O=C(NC(=S)NC(c1ccccc1)c1ccncc1)c1ccccc1 (stereo unspecified)
5% | 0% | u | 7% | 24% | 14%[59 µM] | -3% | -5% | 3 | CCOCc1cc(C)[nH]c(=O)c1C#N
13% | 10% | -4% | 13µM* | 33% | 53%[activator][59 µM] | -6% | -3% | 8 | Cc1cc(C)c(S(=O)(=O)c2ccccc2C)c(Cl)n1
-17% | -23% | 35%[activator] | 4% | 71%[activator] | -32%[12.7 µM] | -5% | 7% | 1 | O=S(=O)(c1ccc2c(c1)OCCO2)N(Cc1ccc(F)cc1)Cc1nnc(-c2cccs2)o1
-32% | 13% | -36% | 13% | -15% | -48%[59 µM] | -3% | 5% | 6 | O=C(CC(c1ccccc1)c1ccccc1O)NCc1ccco1 (stereo unspecified)
-8% | 11% | 3% | 5% | 24% | 16%[59 µM] | 16% | 5% | 0 | O=S(CC1CC1(Cl)Cl)CC1CC1(Cl)Cl (stereo unspecified)
-8% | -4% | -4% | -1% | 14% | -38%[12.7 µM] | -18% | -7% | 8 | O=C(Nn1cnnc1)c1cc2cc(Br)ccc2oc1=O
-13% | 14% | 1% | 15% | 1% | -1% | 15% | 6% | -5 | COc1ccc(CN2CCN(C(=O)Cn3nc(C(=O)O)c4ccccc4c3=O)CC2)cc1F
-10% | x | -3% | -3% | 28% | -1%[0.0925 µM] | 6% | -20% | -1 | CC1CCCC(C)N1CCCNC(=O)Cn1ncc2c3ccccc3n(C)c2c1=O (stereo unspecified)
6% | 1% | 3% | -15% | 18% | -5%[2.33 µM] | -9% | -2% | 6 | N#Cc1c(-c2ccccc2)nc(-c2cccnc2)[nH]c1=O

High-throughput results deposited in PubChem BioAssay by National Center for Advancing Translational Sciences (NCATS).

An excerpt; rates above refer to the full screens.
